Bioassay records deposited in PubChem by Broad Institute.
PAX8 reporter: inhibitors of PAX8-driven TPO luciferase reporter, primary screen, RMG-I cells, single concentration | SteadyGlo, 24 h | inhibition, % at 12.6 µM | hit rate 1.2% among 360,000 | AID 652154, 2013;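 active = mean replicate inhibition at least 60% with every replicate also reaching 60%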;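 note: luciferase light reporting Pax8 driven TPO promoter activity; plate controls were median of neutral control wells for no effect and mitoxantrone controls for full effect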
ERAP1 HTS inh: human ERAP1 aminopeptidase inhibitors, primary screen, biochemical, single point, plate reader. Endoplasmic reticulum aminopeptidase 1 (Homo sapiens), Q9NZ08. recombinant ERAP1, Leu-AMC fluorescence, 60 min. inhibition, % at 10.7 µM. hit rate 0.15% among 340,000;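 active = mean replicate inhibition of at least 30%, or all replicates individually reaching that 30% level; inactive = mean below 30% and not every replicate reaching it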;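 note: 0% = neutral control wells and 100% = L-leucinethiol positive control wells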
Target sequence (Q9NZ08 whole entry, looked up): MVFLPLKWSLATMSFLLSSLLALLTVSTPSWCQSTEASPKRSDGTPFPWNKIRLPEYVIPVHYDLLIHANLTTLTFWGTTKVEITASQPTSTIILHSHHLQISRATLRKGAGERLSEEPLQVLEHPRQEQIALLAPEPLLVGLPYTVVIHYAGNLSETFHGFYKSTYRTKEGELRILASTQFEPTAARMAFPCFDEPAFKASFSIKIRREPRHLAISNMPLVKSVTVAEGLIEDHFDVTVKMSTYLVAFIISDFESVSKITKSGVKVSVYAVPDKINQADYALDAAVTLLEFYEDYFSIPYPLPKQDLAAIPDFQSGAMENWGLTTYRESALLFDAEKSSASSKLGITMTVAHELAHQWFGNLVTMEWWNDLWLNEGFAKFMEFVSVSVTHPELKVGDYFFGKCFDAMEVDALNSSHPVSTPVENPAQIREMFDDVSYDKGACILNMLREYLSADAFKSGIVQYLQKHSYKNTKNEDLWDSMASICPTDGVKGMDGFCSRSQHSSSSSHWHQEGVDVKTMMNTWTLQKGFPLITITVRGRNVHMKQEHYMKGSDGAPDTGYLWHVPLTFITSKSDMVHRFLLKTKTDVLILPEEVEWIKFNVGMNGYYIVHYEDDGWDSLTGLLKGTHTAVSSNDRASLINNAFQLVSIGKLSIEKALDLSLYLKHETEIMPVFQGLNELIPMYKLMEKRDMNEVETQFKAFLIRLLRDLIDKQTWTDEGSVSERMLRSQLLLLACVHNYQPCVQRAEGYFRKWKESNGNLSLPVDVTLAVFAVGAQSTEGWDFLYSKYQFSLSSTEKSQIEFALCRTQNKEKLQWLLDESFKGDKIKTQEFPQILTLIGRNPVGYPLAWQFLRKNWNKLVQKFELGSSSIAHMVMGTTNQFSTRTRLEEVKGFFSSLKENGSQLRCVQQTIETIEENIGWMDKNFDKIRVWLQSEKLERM
LGR2 inh: inhibitors of bursicon-induced LGR2 CRE-luciferase signal, primary screen, cell-based, HEK293, CRE-luciferase reporter, bursicon stimulation; inhibition, % at 9.99 µM; Drosophila bursicon receptor LGR2 (rickets); hit rate 0.35% among 380,000; bursicon-stimulated, 4 h;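 active = drop in luminescence signal, shown as inhibition above about 50% in the replicate tests, limit read from the data, passing the limit was not always enough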;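 note: agonist challenge used bursicon conditioned medium at about half maximal strength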
PglD inh: C. jejuni PglD acetyltransferase inhibitors, primary screen, biochemical, DTNB colorimetric, single point. UDP-N-acetylbacillosamine N-acetyltransferase PglD (Campylobacter jejuni). purified PglD enzyme, DTNB colorimetric CoA detection. inhibition, % at 12.5 µM. hit rate 0.098% among 360,000; in the data active = inhibition above about 16%, passing the limit was not always enough; note: strong numbers were not always called active
S100A4 inh HTS: inhibitors of S100A4-myosin IIA peptide binding, primary screen, biochemical, fluorescence polarization, TAMRA-MyoIIA peptide; Protein S100-A4 (Homo sapiens), P26447; hit rate 0.14% among 360,000; AID 652163, 2013; inhibition, % at 10.7 µM;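 active = mean inhibition of at least 70% across replicates, with every replicate also reaching that level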
Target sequence (P26447 whole entry, looked up): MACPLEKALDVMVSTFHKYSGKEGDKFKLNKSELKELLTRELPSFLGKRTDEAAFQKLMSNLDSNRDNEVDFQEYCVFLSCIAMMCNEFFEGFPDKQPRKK
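Material: S100A4 monomer protein / Buffer or medium: 50 mM HEPES pH 7.2, 10 mM CaCl2, 100 mM KCl / Times: 5 min incubation before reading / Benchmarks: neutral control DMSO, positive control TFP / Reagent: labelled myosin peptide probe, 5 nM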
EWS-Fli block: EWS/Fli-driven NR0B1 reporter inhibitors, primary screen, A673 cells, NR0B1 luciferase, luminescence, MLPCN library. viability-normalised. hit rate 0.67% among 350,000. inhibition, % at 12.6 µM. AID 651661, 2012;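 active = mean inhibition of at least 50% after viability correction, with every replicate also passing that limit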;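 note: firefly luciferase signal divided by Alamar Blue viability fluorescence both relative to DMSO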
PGC1a acetyl inh: inhibitors of PGC1a acetylation signal, primary screen, cell-based, U2OS, AlphaScreen, inhibitor mode; AlphaScreen anti-acetyl-lysine; with virally co-expressed GCN5 acetyltransferase; inhibition, % at 15.6 µM; hit rate 0.17% among 350,000;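 active = every replicate shows inhibition of at least 40%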;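 note: 0% = neutral control wells and 100% = positive control wells; some results beyond the cut were filed as inactive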
FN deposition inh: inhibitors of fibronectin matrix deposition, primary screen, AH1F cells, Alexa488-fibronectin fluorescence, plate reader. AH1F fibroblasts, overnight. inhibition, % at 12.6 µM. hit rate 0.086% among 350,000;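 active = mean inhibition across replicates of 30% or more, regardless of how many single replicates reach that level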;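 note: positive control wells lacked labelled fibronectin entirely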
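Material – AH1F fibroblast monolayer, labelled fibronectin deposition · Reagent – labelled fibronectin 24 nM · Timing – 1 h adhesion, overnight exposure · Measured by – fluorescence at 485 nm excitation, 525 nm emission · Read-out – inhibition of fibronectin deposition signal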
The depositor's hits bear a star; / = no result given.

1. CC(=O)N(C)C[C@@H]1Oc2ncc(C#CCC3CCCC3)cc2C(=O)N([C@H](C)CO)C[C@H]1C
2. C[C@H](CO)N1C[C@H](C)[C@@H](CN(C)S(=O)(=O)c2cn(C)cn2)Oc2ccc(NS(=O)(=O)c3ccccc3)cc2CC1=O
3. COc1ccccc1N1CCN(C(=O)c2sc3nc(C)nc(N4CCN(c5ccccn5)CC4)c3c2C)CC1
4. C=Cc1ccc(CC2(C)C(=O)Nc3ccc(-c4cccnc4)cc32)cc1 (stereo unspecified)
5. COc1ccc(CCN=Cc2c(C)[nH]n(-c3ccc([N+](=O)[O-])cc3)c2=O)cc1OC
6. Cc1cccc(NC(=O)CN(C)C(=O)c2ccc(N3CCCCCC3)c([N+](=O)[O-])c2)c1C

screen / no.	1	2	3	4	5	6
PAX8 reporter	/	-2	55	-2	3	5
ERAP1 HTS inh	-2	-1	2	-2	-2	-3
LGR2 inh	-11	-14	23	16	-3	7
PglD inh	0	1	-3	-6	/	2
S100A4 inh HTS	4	8	-2	-1	0	4
EWS-Fli block	-7	-6	10	-11	8	9
PGC1a acetyl inh	7	9	/	/	/	3
FN deposition inh	-9	/	-9	-3	3	-1

7. COc1ccc(CCC(C)Nc2cccc(F)c2)cc1 (stereo unspecified)
8. COc1ccc(NC(=O)c2ccc(NC3=NC4CS(=O)(=O)CC4S3)cc2)cc1 (stereo unspecified)
9. Cc1ccc2oc(C(=O)N3CCN(C)C[C@@H]3C(C)C)c(C)c2c1
10. COc1ccc(Oc2coc3cc(OC(=O)/C=C/c4ccccc4)ccc3c2=O)cc1
11. Cc1cc(Cn2nc(-c3ccccc3)cc2C(=O)NCc2cccc(C(F)(F)F)c2)on1
12. CCCCC(=O)Nc1cc(OCC)c(NC(=S)NC)cc1OCC

screen / no.	7	8	9	10	11	12
PAX8 reporter	/	-5	-15	37	-6	-1
ERAP1 HTS inh	/	-1	-2	-1	-1	0
LGR2 inh	15	/	/	11	12	7
PglD inh	-6	-2	0	6	4	-8
S100A4 inh HTS	/	5	-3	9	-15	0
EWS-Fli block	/	0	-30	5	24	-3
PGC1a acetyl inh	-20	5	/	1	-11	-30
FN deposition inh	-7	-1	-1	7	-8	-10

One compound at a time, from the list above:
COc1ccc(CCC(C)Nc2cccc(F)c2)cc1 (stereo unspecified) is listed as PAX8 reporter: /; ERAP1 HTS inh: /; LGR2 inh: 15; PglD inh: -6; S100A4 inh HTS: /; EWS-Fli block: /; PGC1a acetyl inh: -20; FN deposition inh: -7
COc1ccc(Oc2coc3cc(OC(=O)/C=C/c4ccccc4)ccc3c2=O)cc1 is listed as PAX8 reporter: 37; ERAP1 HTS inh: -1; LGR2 inh: 11; PglD inh: 6; S100A4 inh HTS: 9; EWS-Fli block: 5; PGC1a acetyl inh: 1; FN deposition inh: 7

More records follow.
13. O=S(=O)(c1ccc2oc3ccc(S(=O)(=O)N4CCCCC4)cc3c2c1)N1CCCCC1
14. O=c1[nH]c(CSc2nc(-c3ccc(F)cc3)cs2)nc2ccccc12
15. CCN1[C@@H]2c3ccc(C4=CCCCC4)c(=O)n3C[C@@H]2[C@@H](CO)[C@@H]1C(=O)N(C)C
16. CC(C)CN(C(=O)c1cccc(S(=O)(=O)N2CCN(c3ccc(F)cc3)CC2)c1)C1CCS(=O)(=O)C1 (stereo unspecified)
17. Cc1ccc(Nc2nc(-c3cccnc3)cs2)cc1Cl
18. CCOC(=O)CN1C(=O)/C(=C/c2cccc(Br)c2)Oc2ccccc21

screen / no.	13	14	15	16	17	18
PAX8 reporter	17	5	/	-3	-102	18
ERAP1 HTS inh	/	/	0	-5	-2	5
LGR2 inh	/	-2	-30	4	-74	-7
PglD inh	-2	4	4	/	-3	0
S100A4 inh HTS	/	/	-1	2	-4	-4
EWS-Fli block	/	/	3	4	-96	-4
PGC1a acetyl inh	-2	-3	/	/	-8	-1
FN deposition inh	2	/	/	-3	-9	-6

Reprinted at random: 3 records from the list.
16. CC(C)CN(C(=O)c1cccc(S(=O)(=O)N2CCN(c3ccc(F)cc3)CC2)c1)C1CCS(=O)(=O)C1 (stereo unspecified)
15. CCN1[C@@H]2c3ccc(C4=CCCCC4)c(=O)n3C[C@@H]2[C@@H](CO)[C@@H]1C(=O)N(C)C
17. Cc1ccc(Nc2nc(-c3cccnc3)cs2)cc1Cl

screen / no.	16	15	17
PAX8 reporter	-3	/	-102
ERAP1 HTS inh	-5	0	-2
LGR2 inh	4	-30	-74
PglD inh	/	4	-3
S100A4 inh HTS	2	-1	-4
EWS-Fli block	4	3	-96
PGC1a acetyl inh	/	/	-8
FN deposition inh	-3	/	-9

Compounds shown so far that have an NH in an aromatic ring (2):
5. COc1ccc(CCN=Cc2c(C)[nH]n(-c3ccc([N+](=O)[O-])cc3)c2=O)cc1OC
14. O=c1[nH]c(CSc2nc(-c3ccc(F)cc3)cs2)nc2ccccc12

screen / no.	5	14
PAX8 reporter	3	5
ERAP1 HTS inh	-2	/
LGR2 inh	-3	-2
PglD inh	/	4
S100A4 inh HTS	0	/
EWS-Fli block	8	/
PGC1a acetyl inh	/	-3
FN deposition inh	3	/

(continued)
19. Cc1ccnc(NC(=O)COc2ccc3c(c2)CCC3)c1
20. O=[N+]([O-])c1ncccc1OCc1ccc(-c2ccccc2)cc1
21. CCCCN(Cc1cc2cccc(C)c2[nH]c1=O)S(C)(=O)=O
22. CC1(C)CC(NC(=O)c2c(N)no[n+]2[O-])CC(C)(C)N1
23. CC(C)(C)c1ccc(N2C(=O)CS(=O)(=O)C2c2ccccc2)cc1 (stereo unspecified)
24. O=C(c1ccccc1)N1CC[C@@H]2[C@H]1c1cc(C#CC3CCCCC3)ccc1N[C@@H]2CO

screen / no.	19	20	21	22	23	24
PAX8 reporter	-163	-86	-7	-3	-9	/
ERAP1 HTS inh	-2	0	-3	-4	2	3
LGR2 inh	15	-44	8	6	/	4
PglD inh	1	2	-4	/	3	/
S100A4 inh HTS	-8	5	-3	0	16	-24
EWS-Fli block	-15	-13	8	2	-15	/
PGC1a acetyl inh	/	-4	-5	1	-2	-5
FN deposition inh	-3	-5	-5	-15	/	2

25. Cc1ccc(S(=O)(=O)N2CC[C@H]3[C@H](CO)Nc4ccc(-c5cccc(C(=O)N(C)C)c5)cc4[C@H]32)cc1
26. COc1cccc2cc(C(N)=O)/c(=N\NC(=O)c3ccccc3)oc12
27. O=C(c1ccc(NC2=NC3CS(=O)(=O)CC3S2)cc1)N1CCN(c2ccccc2F)CC1 (stereo unspecified)
28. CCN1[C@H](C(=O)NC2CCCCC2)[C@@H](CO)[C@@H]2Cn3c(ccc(-c4cccnc4)c3=O)[C@@H]21
29. O=C(N/N=C/c1ccccc1C(=O)O)c1cccc(S(=O)(=O)N2CCCCC2)c1
30. CC1(C(=O)NS(=O)(=O)c2ccccc2Cl)CCN1C(=O)CC1CC1 (stereo unspecified)

screen / no.	25	26	27	28	29	30
PAX8 reporter	6	-72	11	-3	-6	-14
ERAP1 HTS inh	1	-1	4	1	-6	-3
LGR2 inh	8	72*	11	-2	-26	1
PglD inh	-9	-3	-1	-1	2	-2
S100A4 inh HTS	7	0	-1	4	-3	-1
EWS-Fli block	-15	-15	-5	-1	2	0
PGC1a acetyl inh	1	6	/	/	-7	13
FN deposition inh	31*	-6	5	/	-5	13

31. COc1cc(OC)nc(/N=C/N(C)C)n1
32. O=C(COC(=O)C1(c2ccc(Cl)cc2)CCCC1)N1CCc2ccccc21
33. CCC(C)C(N=C1NS(=O)(=O)c2ccccc21)C(=O)N1CCC(C)CC1 (stereo unspecified)
34. CCCC#Cc1ccc2c(c1)O[C@@H](CN(C)C(=O)COC)[C@@H](C)CN([C@H](C)CO)S2(=O)=O
35. O=C(/C=C/c1ccc(Cl)cc1)NC(=S)Nc1ccc(C(=O)O)cc1
36. O=C(C[C@@H]1CC[C@@H]2[C@H](COC[C@H](O)CN2S(=O)(=O)c2ccc(Cl)cc2)O1)NCC1CCCCC1

screen / no.	31	32	33	34	35	36
PAX8 reporter	-9	34	-2	/	-7	-2
ERAP1 HTS inh	5	-3	0	0	6	2
LGR2 inh	-4	7	-9	-8	4	-7
PglD inh	/	/	/	1	-6	2
S100A4 inh HTS	-4	0	-5	-14	-2	-1
EWS-Fli block	2	10	-3	-2	6	-3
PGC1a acetyl inh	-2	/	10	5	5	-8
FN deposition inh	2	-9	0	4	-5	-18

37. Cc1cc(=O)[nH]c(SCC(=O)Nc2nonc2C)n1
38. CCN(CCCNC(=O)CCCOc1cc(=O)n(C)c2ccccc12)Cc1ccccc1
39. C[C@@H]1CN([C@@H](C)CO)S(=O)(=O)c2ccc(C#Cc3ccccc3)cc2O[C@@H]1CN(C)C(=O)Cc1ccccn1
40. O=c1ccn([C@@H]2O[C@H](CNCc3cccn3-c3ccncc3)[C@@H](O)[C@H]2O)c(=O)[nH]1
41. Cc1cccc(/C=N/NC(=O)Cn2nc(C)cc2C)n1
42. C[C@H]1CN([C@@H](C)CO)C(=O)c2cc(NS(=O)(=O)c3cn(C)cn3)ccc2O[C@@H]1CN(C)S(C)(=O)=O

screen / no.	37	38	39	40	41	42
PAX8 reporter	-16	-16	/	-3	-7	/
ERAP1 HTS inh	0	-1	0	1	-5	-2
LGR2 inh	4	10	7	3	10	-7
PglD inh	4	/	-4	-1	5	7
S100A4 inh HTS	-5	-3	0	-4	8	-2
EWS-Fli block	3	4	-7	-4	-9	-4
PGC1a acetyl inh	/	/	-15	17	6	-2
FN deposition inh	-1	-24	-15	3	3	/

43. COc1ccc(C#Cc2ccc3c(c2)O[C@H](CN(C)C(=O)CN2CCOCC2)[C@H](C)CN([C@H](C)CO)S3(=O)=O)cc1
44. O=C(Nc1ccc2c(c1)OCO2)N[C@H]1CC[C@@H](CCNC(=O)C2CCOCC2)O[C@@H]1CO
45. O=C(CN1CCN(c2ccccn2)CC1)Nc1cccc(S(=O)(=O)N2CCCC2)c1
46. C[C@@H]1CCCCO[C@H](CN(C)C(=O)C2CCCCC2)[C@@H](C)CN([C@H](C)CO)C(=O)c2cc(NC(=O)Nc3ccc(C(F)(F)F)cc3)ccc2O1
47. C[C@H](O)C#Cc1ccc2c(c1)O[C@H](CN(C)C(=O)C1CCC1)[C@@H](C)CN([C@H](C)CO)S2(=O)=O
48. COc1ccc(C)cc1NC(=O)C1CCN(S(=O)(=O)c2ccc3c(c2)NC(=O)CO3)CC1
49. C[C@H]1CN([C@@H](C)CO)C(=O)c2cccc(NS(=O)(=O)c3cn(C)cn3)c2O[C@H]1CN(C)S(=O)(=O)c1ccc(Cl)cc1

screen / no.	43	44	45	46	47	48	49
PAX8 reporter	23	/	14	/	/	-5	-14
ERAP1 HTS inh	0	1	6	2	0	-1	-1
LGR2 inh	12	-4	23	44	-5	-10	9
PglD inh	1	-1	/	-1	3	1	2
S100A4 inh HTS	3	7	-10	16	0	-4	8
EWS-Fli block	10	2	13	-9	-3	/	-1
PGC1a acetyl inh	-17	11	/	5	8	-14	2
FN deposition inh	/	-9	10	/	/	3	/
